From PubChem
LYPLA2 counter: LYPLA2 inhibitors, primary screen, counter-screen for PME1 inhibitor project, biochemical, fluorescence polarization, FP-Rh probe ABPP. recombinant LYPLA2. inhibition, % at 5.9 µM. hit rate 0.38% among 320,000. Acyl-protein thioesterase 2 (Homo sapiens), O95372;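 active = inhibition above the screen-wide mean plus 3 SD, limit set per campaign, cut at about 26% in these data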;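 note: 0% = LYPLA2 with DMSO and 100% = wells lacking LYPLA2 enzyme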
Target sequence (O95372 whole entry, looked up): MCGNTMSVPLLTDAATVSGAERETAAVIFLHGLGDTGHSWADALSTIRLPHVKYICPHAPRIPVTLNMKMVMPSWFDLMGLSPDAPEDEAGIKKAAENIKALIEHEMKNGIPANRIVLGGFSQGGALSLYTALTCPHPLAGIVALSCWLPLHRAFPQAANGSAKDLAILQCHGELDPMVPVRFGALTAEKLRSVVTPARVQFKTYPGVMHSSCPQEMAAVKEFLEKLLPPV
PME-1 inh: PME-1 inhibitors via competitive probe labeling, primary screen, biochemical, fluorescence polarization, FP-Rh probe, HTS. Protein phosphatase methylesterase 1 (Homo sapiens), Q9Y570. recombinant PME-1. inhibition, % at 5.9 µM. hit rate 0.53% among 320,000. AID 2130, 2009;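 active = inhibition above the campaign mean of all compounds plus 3 SD, cut at about 26% in these data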;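 note: competitive labeling of PME-1 active site by serine hydrolase directed probe; 0% = PME-1 with DMSO and 100% = wells lacking PME-1 enzyme; inhibitors block probe labeling so polarization falls and inhibition rises; many of its hits are not listed in these tables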
Target sequence (Q9Y570 whole entry, looked up): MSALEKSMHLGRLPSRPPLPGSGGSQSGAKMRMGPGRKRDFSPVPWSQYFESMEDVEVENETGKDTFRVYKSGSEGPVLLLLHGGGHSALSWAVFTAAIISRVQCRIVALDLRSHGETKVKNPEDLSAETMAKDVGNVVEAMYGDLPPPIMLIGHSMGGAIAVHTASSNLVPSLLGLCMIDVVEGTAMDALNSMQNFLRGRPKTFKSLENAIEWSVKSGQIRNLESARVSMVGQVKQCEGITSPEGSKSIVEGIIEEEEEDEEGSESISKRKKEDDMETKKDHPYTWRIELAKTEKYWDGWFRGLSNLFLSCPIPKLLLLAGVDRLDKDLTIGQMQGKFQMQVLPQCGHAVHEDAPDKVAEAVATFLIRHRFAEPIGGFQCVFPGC
LYPLA1 inh: LYPLA1 inhibitors, primary screen, counter-screen for PME1 inhibitor project, biochemical, fluorescence polarization, FP-Rh probe ABPP; inhibition, % at 5.9 µM; recombinant LYPLA1; hit rate 0.16% among 320,000;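 active = inhibition above the mean of all tested compounds plus 3 SD, set per campaign, cut at about 14% in these data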;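 note: inhibitors block serine hydrolase probe labeling of LYPLA1 so polarization falls; 0% = enzyme with DMSO and 100% = wells lacking LYPLA1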
pPAFAH inh: pPAFAH enzyme inhibitors, primary screen, biochemical, fluorescence polarization, human | Platelet-activating factor acetylhydrolase (Homo sapiens), Q13093 | hit rate 1.5% among 330,000 | AID 463082, 2010 | inhibition, % at 3.39 µM | recombinant pPAFAH, FP-rhodamine probe fluorescence polarization;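 active = inhibition above the mean inhibition across the screen plus 3 SD, cut at about 25% in these data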;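 note: inhibitors block binding of the rhodamine activity-based probe so polarization drops; 0% = enzyme with DMSO and 100% = wells lacking pPAFAH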
PREPL inh: PREPL enzyme inhibitors, primary screen, biochemical, fluorescence polarization; Prolyl endopeptidase-like (Homo sapiens), Q4J6C6; recombinant PREPL, fluorescence polarization activity-based probe; inhibition, % at 5.96 µM; hit rate 0.68% among 320,000; AID 2751, 2010; in the data active = inhibition above about 43%;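 note: 0% = enzyme with DMSO and 100% = wells lacking enzyme; many of its hits are not listed in these tables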
PAFAH1B2 inh: PAFAH1B2 enzyme inhibitors, primary screen, biochemical, fluorescence polarization, human; recombinant PAFAH1B2, FP-rhodamine activity probe; hit rate 1.2% among 340,000; Platelet-activating factor acetylhydrolase IB subunit alpha2 (Homo sapiens), P68402; inhibition, % at 3.39 µM;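 active = inhibition above the mean of all tested compounds plus 3 SD, cut at about 24% in these data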;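 note: 0% = enzyme with DMSO and 100% = wells lacking PAFAH1B2; many of its hits are not listed in these tables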
Target sequence (P68402 whole entry, looked up): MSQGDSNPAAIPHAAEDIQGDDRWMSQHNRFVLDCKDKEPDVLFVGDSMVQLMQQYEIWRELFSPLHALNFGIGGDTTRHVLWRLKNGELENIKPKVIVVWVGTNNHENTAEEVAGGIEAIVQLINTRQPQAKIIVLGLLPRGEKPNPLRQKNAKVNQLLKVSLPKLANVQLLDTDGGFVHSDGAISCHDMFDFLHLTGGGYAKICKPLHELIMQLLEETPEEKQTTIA
PAD4 FP inh: human PAD4 inhibitors, primary screen, biochemical, fluorescence polarization, 1536-well format. Protein-arginine deiminase type-4 (Homo sapiens), Q9UM07. recombinant PAD4, RCA probe fluorescence polarization. inhibition, % at 6.36 µM. hit rate 0.41% among 330,000. AID 485272, 2010;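 active = percent inhibition above a cutoff equal to the mean of all tested compounds plus 3 SD, cut at about 15% in these data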;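 note: 0% = PAD4 with RCA probe and DMSO and 100% = probe without PAD4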
PAFAH1B3 inh: PAFAH1B3 enzyme inhibitors, primary screen, biochemical, fluorescence polarization, human; Platelet-activating factor acetylhydrolase IB subunit alpha1 (Homo sapiens), Q15102; recombinant PAFAH1B3, FP-rhodamine probe; inhibition, % at 3.39 µM; hit rate 0.28% among 340,000; AID 492972, 2010;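 active = inhibition above the screen-wide average of all tested compounds plus 3 SD, cut at about 25% in these data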;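 note: 0% = enzyme with DMSO only and 100% = wells lacking PAFAH1B3 protein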
Target sequence (Q15102 whole entry, looked up): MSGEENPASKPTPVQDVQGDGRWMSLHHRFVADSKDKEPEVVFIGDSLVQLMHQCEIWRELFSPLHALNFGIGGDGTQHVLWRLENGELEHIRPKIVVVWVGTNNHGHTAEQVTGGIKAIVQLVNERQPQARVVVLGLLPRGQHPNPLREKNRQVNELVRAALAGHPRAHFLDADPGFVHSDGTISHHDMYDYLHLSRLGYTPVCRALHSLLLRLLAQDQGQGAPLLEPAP
GSTO1 counter: inhibitors of recombinant GSTO1, primary screen, counter-screen for RBBP9 inhibitor project, biochemical, fluorescence polarization | activity-based probe fluorescence polarization | Glutathione S-transferase omega-1 (Homo sapiens), P78417 | hit rate 1.1% among 300,000 | inhibition, % at 5.96 µM;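 active = inhibition above the campaign mean inhibition plus 3 SD, cut at about 35% in these data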;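 note: 0% = GSTO1-1 with DMSO and 100% = wells lacking GSTO1-1 enzyme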
* marks the source's active call; other numbers are inactive results; · = no result given; & = joins results of further samples. A portion of the library (hit frequency here may not be typical).

SMILES	LYPLA2 counter	PME-1 inh	LYPLA1 inh	pPAFAH inh	PREPL inh	PAFAH1B2 inh	PAD4 FP inh	PAFAH1B3 inh	GSTO1 counter
CCOCCc1nnc(NC(=O)c2cccc(F)c2)s1	-1.2	-2.5	-3.3	3.3	-10.4	-4.4	3.9	-4.0	-5.3
CCc1ccc(N(C(=O)c2ccoc2C)C(C(=O)NC2CCCC2)c2ccc(OC)cc2)cc1 (stereo unspecified)	-3.7	-4.2	-4.8	1.9	-2.9	1.2	-3.3	-0.3	-5.9
Cc1sc2ncn(CC(=O)NCC(=O)N3CCN(c4ccccc4F)CC3)c(=O)c2c1C	-1.4	3.8	0.3	1.0	1.2	6.1	7.4	-1.1	2.3
COc1ccc(/C=N/Nc2cc(OC)ncn2)cc1	2.4	0.7	2.9	0.5	8.9	3.1	-0.6	3.2	-8.1
Cc1cc(C)n(CCO)c(=O)n1	-4.5	-1.5	1.2	1.7	0.8	6.6	0.9	3.3	1.6
CC(=O)Nc1ccc(NC(=O)COc2cc(O)c3c(c2)OC(C)(C)CC3=O)cc1	3.5	-4.8	-3.7	-2.0	10.5	1.4	-5.6	10.4	-4.4
COc1ccc(C2CC(C(F)(F)F)n3ncc(C(=O)O)c3N2)cc1OC (stereo unspecified)	1.1	-4.1	0.7	3.1	13.3	8.0	2.4	7.3	1.5
CCCCCCNS(=O)(=O)c1ccccc1Br	7.1	4.4	2.3	10.8	-1.0	5.0	2.9	5.7	2.4
Cc1ccc(NC(=O)CS(=O)CC(=O)NC2CCN(Cc3ccccc3)CC2)c(C)c1 (stereo unspecified)	0.5	-2.1	-2.8	-0.8	5.4	0.0	-2.4	-4.7	2.7
Nc1scc2c(C(=O)N/N=C/c3ccc(Cl)cc3)nn(-c3ccccc3)c(=O)c12	1.4	21.0	-8.4	35.1*	18.2	2.7	-2.2	9.8	44.7*
NC(=O)N/N=C/c1coc2ccc3ccccc3c2c1=O	-4.3	2.7	-3.3	-0.5	4.0	4.7	-4.6	6.2	-14.0
Cc1onc(-c2ccccc2)c1C(=O)N/N=C/c1ccco1	-2.0	-5.3	0.2	1.3	-3.5	5.7	4.8	0.9	3.1
Cc1ccsc1C(=O)N1CC(=O)Nc2ccccc21	-3.6	0.4	-1.8	1.4	-22.9	12.3	-0.5	10.3	0.7
O=C(CCn1c(=O)oc2ccccc21)N1CCN(c2ccccc2F)CC1	-6.6	0.5	-1.6	1.2	62.1*	2.1	-2.5	5.9	0.7
Oc1ccccc1Nc1ncnc2c1oc1ccccc12	2.2	2.5	0.5	1.9	0.0	1.4	0.9	-2.2	-1.9
CO/N=C/c1cn(-c2ccc(Cl)cc2)nn1	0.1	-4.5	-3.6	-0.6	-3.6	-2.2	1.5	5.0	-3.6
COc1cccc(C(=O)Cn2c(=O)n(CC3CCCO3)c(=O)c3ccccc32)c1 (stereo unspecified)	3.4	2.0	-0.4	3.8	0.3	1.1	2.3	-6.7	2.0
COc1ccc(C(=O)Nc2nc3ccccc3s2)cc1OC	-13.5	-14.4	-24.8	-3.1	-12.2	2.3	-7.2	-4.0	-14.1
COc1ccc(CCNS(=O)(=O)c2c(N)n(C)c(=O)n(C)c2=O)cc1OC	-5.1	1.8	-7.2	7.7	2.3	1.2	1.3	2.0	-0.8
COC(=O)c1cn(-c2ccccc2)nc1-c1ccc(OC)cc1	-6.9	-3.8	-6.3	3.1	-6.3	-0.2	-4.6	4.2	5.9
Cc1cc(C)cc(NC(=O)C(OC(=O)c2ccc(NC(=O)CC#N)cc2)c2ccccc2)c1 (stereo unspecified)	-89.9	-58.3	-38.8	2.6	-3.1	-30.1	-8.6	-67.6	-127.2
COc1ccc(CN2CCNC(=O)C2CC(=O)NC2CCCCC2)c(OC)c1 (stereo unspecified)	1.4	-0.1	1.4	-3.1	11.2	2.4	4.6	7.3	1.2
O=C(CCN1c2ccccc2Sc2ccccc21)Oc1ccccc1	8.6	1.3	0.4	11.3	8.0	7.5	-2.3	12.9	4.1
COc1ccc(-c2cc(C(=O)N/N=C(\C)c3cccnc3)c3cc(C)ccc3n2)cc1OC	-7.7	-2.5	-8.4	6.3	-5.0	3.7	-0.2	10.0	-1.1
CCOC(=O)c1sc(N/N=C/c2cccc(C)c2)nc1C	-2.0	2.5	-5.3	9.6	10.7	0.5	2.2	9.1	0.2
(list continues)
SMILES	LYPLA2 counter	PME-1 inh	LYPLA1 inh	pPAFAH inh	PREPL inh	PAFAH1B2 inh	PAD4 FP inh	PAFAH1B3 inh	GSTO1 counter
Cc1cc(C)cc(-n2c(SC(C)C(=O)NCc3ccc4c(c3)OCO4)nc3ccccc3c2=O)c1 (stereo unspecified)	-10.1	3.8	-6.5	-5.7	9.2	5.8	1.1	12.2	-2.5
CC(=O)Nc1ccc(Nc2nc3ccccc3nc2NS(=O)(=O)c2ccccc2)cc1	15.7	6.9	3.2	11.9	-2.1	-0.5	-3.9	8.2	10.8
COc1ccc(NC(=O)c2ccco2)cc1N	5.1	4.0	3.6	3.1	10.4	10.6	0.9	7.6	7.0
CC(=O)c1sc2nc(SCC(=O)N3CCCCC3)[nH]c(=O)c2c1C	0.4	-7.1	3.0	13.1	11.3	8.1	2.6	6.7	-1.5
NS(=O)(=O)c1cccc(NC(=O)COC(=O)Cn2cnc3ccccc32)c1	1.2	-3.5	-2.9	-4.6	-0.1	2.5	-5.1	3.8	2.7
Cc1oc(-c2ccccc2F)nc1CS(=O)(=O)CC(=O)NCc1ccco1	-2.3	-1.8	-0.4	4.5	-5.0	5.1	-1.2	-8.1	-6.4
Cn1cccc1/C=C1\Cc2ccccc2C1=O	1.2	6.3	2.5	1.8	38.3	2.8	0.6	5.9	5.5
CCCN(CC(=O)Nc1ccccc1OC)C(=O)c1ccc(=O)[nH]c1	-3.2	-6.4	-5.2	-0.1	-4.3	1.6	-0.9	2.0	8.3
O=C(O)Cc1sc(Nc2cccc3ccccc23)nc1-c1ccccc1	5.2	5.2	1.9	3.8	13.2	13.5	-0.9	0.6	·
CC(/C=N/NC(=O)c1nnn(-c2nonc2N)c1CN(C)C)=C\c1ccco1	1.0	1.0	-0.3	4.6	30.8	-4.5	-3.0	-6.7	9.8
O=C(NCc1cc(C(F)(F)F)ccc1F)C1CCC(=O)N(C2CC2)C1 (stereo unspecified)	-1.9	5.6	0.9	0.6	14.9	-5.8	-0.3	9.6	-1.7
COc1ccccc1Nc1nc(-c2sc(NC(=O)c3cccc(Cl)c3)nc2C)cs1	-17.2	3.6	-12.2	11.7	0.4	·	-8.9	·	-26.7
Cc1c(O)cccc1C(=O)N[C@@H](CSc1ccccc1)[C@H](O)CN1C[C@H]2CCCC[C@H]2C[C@H]1C(=O)NC(C)(C)C	-0.1&-6.0	-14.6&-7.0	-7.3&-3.4	0.3&-2.3	-8.9&-6.0	0.8&0.7	1.4&-1.9	-2.4&-3.0	-3.5&-0.4
COC(=O)CCC(=O)N(CCN(C(=O)CCC(=O)OC)c1ccccc1)c1ccccc1	1.9	0.0	-1.9	2.1	4.8	·	-2.4	·	8.1
O=C(CSc1nnc2ccccn12)NNC(=O)c1cccc([N+](=O)[O-])c1	0.0	-11.4	-3.2	-0.6	-0.4	6.2	5.3	5.8	·
COc1ccc(N(C(=O)c2snc(C(N)=O)c2N)C(C(=O)NCC2CCCO2)c2ccc3ncccc3c2)cc1OC (stereo unspecified)	-2.3	2.9	2.0	4.4	0.9	-0.1	3.5	12.3	3.9
O=C(CCN=C1NS(=O)(=O)c2ccccc21)OCC(=O)c1ccc(F)cc1	5.4	-7.6	-0.4	1.5	-1.6	-1.9	-1.4	6.8	-6.7
CC1CCN(C(=O)C2CCC(CNc3c(N4CCCCC4)c(=O)c3=O)CC2)CC1 (stereo unspecified)	-2.8	-4.0	-2.3	0.1	-0.5	5.6	1.9	-0.1	5.7
COc1ccc(/C=C2\SC(=S)N(CC(=O)N(C)C3CCS(=O)(=O)C3)C2=O)cc1 (stereo unspecified)	-6.5	-8.4	-3.6	-6.2	21.7	3.4	-1.3	0.6	25.3
O=C(NNC(=O)c1cc(-c2ccc(Cl)cc2)nc2ccccc12)c1csc(N2CCOCC2)n1	-18.5	-17.2	-10.8	9.2	-4.0	-0.1	-3.6	2.6	-11.4
COc1ccccc1NC(=O)CN1CCC(c2nc3ccc(C)cc3[nH]2)CC1	9.4	-2.1	-1.2	4.0	4.4	7.8	-3.6	7.3	5.3
Cc1ccnc(SCCn2c(N3CCN(Cc4ccccc4)CC3)nc3c2c(=O)[nH]c(=O)n3C)n1	1.0	5.0	-2.7	3.2	42.3	1.5	2.9	7.3	2.6
CCCN(CC(=O)Nc1ccc(F)c(F)c1F)C(=O)Cc1ccc(S(=O)(=O)N2CCOCC2)s1	3.2	5.9	-2.3	6.2	21.1	5.4	-8.7	2.5	·
CCC(=O)c1ccc(OCC(O)CNCCc2ccc(Cl)cc2)cc1 (stereo unspecified)	10.6	4.8	0.8	-1.8	-8.8	6.5	1.1	1.4	-3.5
O=C1CN(C(=O)COC(=O)CCNS(=O)(=O)c2ccc(Cl)cc2)c2ccccc2N1	7.0	19.3	2.0	2.3	14.7	16.0	0.9	4.6	2.8

pPAFAH inh: entries above that show a hit.
| canonical_smiles | PME-1 inh | pPAFAH inh | PREPL inh | PAFAH1B2 inh | PAD4 FP inh | PAFAH1B3 inh |
| --- | --- | --- | --- | --- | --- | --- |
| Nc1scc2c(C(=O)N/N=C/c3ccc(Cl)cc3)nn(-c3ccccc3)c(=O)c12 | 21.0 | 35.1* | 18.2 | 2.7 | -2.2 | 9.8 |

Remaining list, next part
SMILES	LYPLA2 counter	PME-1 inh	LYPLA1 inh	pPAFAH inh	PREPL inh	PAFAH1B2 inh	PAD4 FP inh	PAFAH1B3 inh	GSTO1 counter
CCCCc1c(C)nc(N2CCCC2)[nH]c1=O	2.0	-7.6	3.1	6.0	3.0	0.5	5.8	3.7	-6.7
COCCOc1ccc(C(F)(F)F)cc1NC(=O)c1ccccc1F	-2.2	-0.1	-4.5	-2.4	-5.3	-4.9	-5.9	-5.0	2.2
COc1ccccc1N1CCN(c2nnc(-c3ccc(F)cc3)c3ccccc23)CC1	-2.4	2.0	0.4	6.7	3.7	5.8	-0.4	-5.6	8.6
COc1cc(S(=O)(=O)NC(C)C)ccc1Cl	7.4	-2.7	0.7	1.0	15.3	1.4	-1.4	7.3	6.0
CN(C)CCCN(C(=O)c1ccco1)c1nc2c(F)cc(F)cc2s1	0.5	-1.9	1.1	-0.5	-89.9	5.5	-3.7	0.3	9.8
COc1ccc(C(=O)N/C(=C\c2ccccc2)C(=O)NC(CC(C)C)C(=O)O)cc1 (stereo unspecified)	-7.5	6.5	-4.9	1.9	-1.2	1.0	-1.6	5.0	-2.8
C#CCOc1ccc(/C=C2/C(=O)NN(c3ccccc3)C2=O)cc1OC	11.6	-1.9	0.9	7.2	1.8	2.4	3.6	4.0	17.2
